SKKanGAS inh: inhibitors of SKKanGAS S. pyogenes growth in kanamycin (SK-promoter or general growth effect); BacTiter-Glo, 6 h; inhibition, % at 7.5 µM; 300,000 compounds, 1.3% hits; AID 1662;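 active = mean replicate score, as percent of positive control median, at least 50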;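 note: strain carries kanamycin resistance gene driven by streptokinase promoter and grows in 40 µg/ml kanamycin; loss of luminescence reflects streptokinase promoter inhibition or plain growth inhibition; 0% = median of DMSO wells and 100% = positive control at its reference dose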
hERG rescue: compounds protecting human hERG from proarrhythmic drug block; activation (rescue from dofetilide block), less the hit threshold, % at 10 µM; AID 1511; CHO-hERG, FluxOR thallium flux, dofetilide IC70 present; 310,000 compounds, 0.51% hits;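 active = activation above the mean of controls blocked by dofetilide plus 5 SD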;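 note: thallium influx through hERG after potassium depolarization seen as dye fluorescence rise; in these data hits start at about 4.7%; inactives centre near -7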
Target sequence (Q12809 whole entry, looked up): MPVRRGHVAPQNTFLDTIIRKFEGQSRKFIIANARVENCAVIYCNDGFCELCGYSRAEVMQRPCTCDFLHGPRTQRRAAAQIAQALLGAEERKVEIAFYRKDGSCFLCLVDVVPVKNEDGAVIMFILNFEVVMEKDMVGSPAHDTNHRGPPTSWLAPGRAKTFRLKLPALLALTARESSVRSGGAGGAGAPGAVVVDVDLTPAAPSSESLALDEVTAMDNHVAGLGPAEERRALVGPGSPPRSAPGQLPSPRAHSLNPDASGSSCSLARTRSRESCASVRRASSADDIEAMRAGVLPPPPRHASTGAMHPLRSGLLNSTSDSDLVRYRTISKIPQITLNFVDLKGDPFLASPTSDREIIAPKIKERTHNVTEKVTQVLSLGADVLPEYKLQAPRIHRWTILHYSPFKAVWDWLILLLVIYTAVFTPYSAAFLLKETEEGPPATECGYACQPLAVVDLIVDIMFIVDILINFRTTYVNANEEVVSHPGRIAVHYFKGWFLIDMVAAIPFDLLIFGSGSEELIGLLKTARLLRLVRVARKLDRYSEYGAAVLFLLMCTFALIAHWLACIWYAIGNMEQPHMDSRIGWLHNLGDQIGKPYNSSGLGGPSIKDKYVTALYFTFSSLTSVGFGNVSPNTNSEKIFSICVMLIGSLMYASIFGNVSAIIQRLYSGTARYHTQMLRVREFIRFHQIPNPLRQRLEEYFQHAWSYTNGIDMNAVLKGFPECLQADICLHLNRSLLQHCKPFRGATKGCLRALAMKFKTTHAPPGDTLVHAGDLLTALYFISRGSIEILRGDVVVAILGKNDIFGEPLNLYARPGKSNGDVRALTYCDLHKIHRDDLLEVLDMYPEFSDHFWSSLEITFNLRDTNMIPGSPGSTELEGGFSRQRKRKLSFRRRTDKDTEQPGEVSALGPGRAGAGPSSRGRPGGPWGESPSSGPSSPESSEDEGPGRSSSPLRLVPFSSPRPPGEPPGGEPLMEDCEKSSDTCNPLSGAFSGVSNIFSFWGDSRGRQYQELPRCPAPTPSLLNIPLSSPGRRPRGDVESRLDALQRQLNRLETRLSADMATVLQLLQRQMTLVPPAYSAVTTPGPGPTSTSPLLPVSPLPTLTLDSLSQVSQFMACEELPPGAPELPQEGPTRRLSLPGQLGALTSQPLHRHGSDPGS
KCNK9 inh: inhibitors of human KCNK9 two-pore domain potassium channel; Q9NPC2; HEK293 KCNK9, FluxOR thallium flux fluorescence; stronger effect = lower value; B-score at 10 µM; 310,000 compounds, 1.2% hits; AID 488922;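 active = ratio B-score over 3 SD below the library mean, with starting fluorescence within 5 SD of its mean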;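 note: negative B-score means less thallium flux so channel inhibition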
KCNQ1 pot: human KCNQ1 channel potentiation or activation. P51787. CHO-K1 KCNQ1, thallium flux FluxOR fluorescence; stronger effect = higher value. B-score at 10 µM. 310,000 compounds, 0.35% hits. AID 2648;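 active = fluorescence ratio B-score, a plate-corrected score, at least three library SD, with initial intensity B-score within 5 SD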
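Schedule – 37 °C overnight plating, 90-min dark dye load, 20-min compound pretreatment · System – stable KCNQ1 CHO-K1 line · Probe or stimulus – thallium- and potassium-containing depolarizing buffer · Measured by – kinetic FluxOR fluorescence, 10 s baseline plus 110 s post-stimulus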
HDAC3 inh: blocks human histone deacetylase 3. O15379. 320,000 compounds, 0.15% hits. recombinant HDAC3, fluorogenic peptide/trypsin coupled, fluorescence. inhibition, % at 8.3 µM. AID 2718; in the data active = inhibition above about 26%, passing the limit was not always enough
RGS4 block: human RGS4 inhibition; B-score at 10 µM; HEK293 M3R/RGS4 inducible, Fluo-4 calcium flux; stronger effect = higher value; triggered by carbachol at its EC20; P49798; 310,000 compounds, 0.45% hits;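 active = B-score, a plate-corrected calcium signal, over three deviations above library mean, with baseline fluorescence within five deviations of library mean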;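 note: RGS4 expression induced by doxycycline in cells with stable M3 receptor; B-score is computed from the integrated fluorescence ratio over baseline after carbachol; higher B-score means a larger calcium signal and so more RGS4 inhibition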
KCNK3 block: human KCNK3 channel inhibition, primary screen | AID 602410 | CHO-KCNK3 thallium flux, FluxOR fluorescence; stronger effect = lower value | O14649 | B-score at 10 µM | 340,000 compounds, 0.84% hits;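 active = B-score under library mean minus 4 SD, starting fluorescence ratio at most library mean plus 5 SD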;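 note: more negative B-score means stronger inhibition of thallium flux through KCNK3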
KCNQ1 inh: blocks the human KCNQ1 potassium channel | P51787 | CHO-K1 KCNQ1, FluxOR thallium flux fluorescence; stronger effect = higher value | B-score at 10 µM | 310,000 compounds, 1.3% hits | AID 2642;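 active = compounds whose thallium flux B-score, printed positive for inhibition, exceeds three library SD while starting fluorescence stays within three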;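 note: channel opened by potassium depolarization with thallium stimulus after 20 min compound exposure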
ANO1 block: inhibitors of mouse TMEM16A calcium-activated chloride channel. Q8BHY3. HEK293 TMEM16A/YFP iodide influx fluorescence, ionomycin. normalized B-score (activity score, 25-100; higher = stronger inhibition) at 10 µM. 310,000 compounds, 1.2% hits;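 active = ratio plate-corrected score three or more library SD toward inhibition, starting fluorescence score within five deviations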;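 note: score derived from kinetic fluorescence span divided by baseline fluorescence per well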
RGS4 pot: RGS4 potentiation or activation | HEK293 M3R/inducible RGS4, carbachol calcium flux Fluo4; stronger effect = lower value | B-score at 10 µM | 310,000 compounds, 0.92% hits | AID 463111;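 active = B-score of the integrated calcium signal more than 4 SD below the library mean, with starting fluorescence not abnormally high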;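 note: negative B-score means reduced calcium response which marks RGS4 activation or potentiation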
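test system = HEK293 cells with stable M3R and inducible RGS4 | schedule = recording 10 s baseline at 1 Hz, 100 s post-agonist | technique = Fluo4-AM (2 µM) calcium-flux fluorescence, kinetic read | measure = Agonist-evoked peak-minus-minimum fluorescence over baseline, integrated ratio, B score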
TMEM16A act: mouse TMEM16A channel activation, primary screen | Q8BHY3 | HEK293 TMEM16A/YFP-H148Q/I152L, iodide quench fluorescence; stronger effect = lower value | B-score at 10 µM | 340,000 compounds, 0.3% hits;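 active = fluorescence-ratio B-score plate-corrected deviation score at least 3 library SD below zero, with starting fluorescence score within 5 deviations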;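 note: channel opened by trigger with iodide after compound preincubation; score built on the fluorescence ratio of max minus min over baseline; more negative score means more quench and so TMEM16A activation or potentiation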
* marks the source's active call; other numbers are inactive results.

Screening COc1ccc(Cl)cc1N(CC(=O)Nc1cccc(SC)c1)S(C)(=O)=O returned SKKanGAS inh -5, hERG rescue -5, KCNK9 inh inactive, KCNQ1 pot inactive, HDAC3 inh -1, RGS4 block inactive, KCNK3 block inactive, KCNQ1 inh inactive, ANO1 block inactive, RGS4 pot inactive and TMEM16A act inactive.
CCOC(=O)C1CCN(C(=O)COC(=O)c2nc3nc(C)cc(C)n3n2)CC1 was read as SKKanGAS inh 0, hERG rescue -6, KCNK9 inh inactive, KCNQ1 pot inactive, HDAC3 inh 1, RGS4 block inactive, KCNK3 block inactive, KCNQ1 inh inactive, ANO1 block inactive, RGS4 pot inactive and TMEM16A act inactive.
Screening Cc1cc(C)c(C)c(S(=O)(=O)NCc2ccncc2)c1C returned SKKanGAS inh -7, hERG rescue -12, KCNK9 inh inactive, KCNQ1 pot inactive, HDAC3 inh 5, RGS4 block inactive, KCNK3 block inactive, KCNQ1 inh inactive, ANO1 block 25*, RGS4 pot inactive and TMEM16A act inactive.
For CCc1ccccc1NC(=O)COC(=O)C1C2CC3OC(=O)C1C3C2 (configuration not stated) the results were SKKanGAS inh -2, hERG rescue -4, KCNK9 inh inactive, KCNQ1 pot inactive, HDAC3 inh -2, RGS4 block inactive, KCNK3 block inactive, KCNQ1 inh inactive, ANO1 block inactive, RGS4 pot inactive and TMEM16A act inactive.
CCc1nn(CC(=O)N2CCN(CC)CC2)c(=O)c2cc3sccc3n12 was read as SKKanGAS inh 3, hERG rescue -7, KCNK9 inh inactive, KCNQ1 pot inactive, HDAC3 inh 2, RGS4 block inactive, KCNK3 block inactive, KCNQ1 inh inactive, ANO1 block inactive, RGS4 pot inactive and TMEM16A act inactive.
Screening Cc1ccc(/C=C2/C(=N)N3N=C(CC(=O)N4CCCC4)SC3=NC2=O)cc1 returned SKKanGAS inh -2, hERG rescue -3, KCNK9 inh inactive, KCNQ1 pot inactive, HDAC3 inh 2, RGS4 block inactive, KCNK3 block inactive, KCNQ1 inh inactive, ANO1 block inactive, RGS4 pot inactive and TMEM16A act inactive.
For Cc1cccc(OCCC(=O)OCC(=O)Nc2c(C)nn(-c3ccccc3)c2C)c1 the results were SKKanGAS inh -6, hERG rescue -20, KCNK9 inh inactive, KCNQ1 pot inactive, HDAC3 inh 3, RGS4 block inactive, KCNK3 block inactive, KCNQ1 inh 10*, ANO1 block inactive, RGS4 pot inactive and TMEM16A act inactive.
CC1(C)CC(=O)C(N=Nc2c(F)cccc2F)=C(O)C1 was read as SKKanGAS inh 39, hERG rescue -5, KCNK9 inh inactive, KCNQ1 pot inactive, HDAC3 inh 1, RGS4 block inactive, KCNK3 block inactive, KCNQ1 inh inactive, ANO1 block inactive, RGS4 pot inactive and TMEM16A act inactive.
For C=CCn1c(=NC(=O)c2ccc(S(=O)(=O)N3CCCC3)cc2)sc2cc(NC(C)=O)ccc21 the results were SKKanGAS inh 4, hERG rescue -6, KCNK9 inh inactive, KCNQ1 pot inactive, HDAC3 inh -2, RGS4 block inactive, KCNK3 block inactive, KCNQ1 inh inactive, ANO1 block inactive, RGS4 pot inactive and TMEM16A act inactive.
For CCCc1c(C(=O)Nc2ccc(F)cc2F)cnn1-c1ccccc1 the results were SKKanGAS inh -5, hERG rescue -9, KCNK9 inh inactive, KCNQ1 pot inactive, RGS4 block inactive, KCNK3 block inactive, KCNQ1 inh inactive, ANO1 block inactive, RGS4 pot inactive and TMEM16A act inactive.
`COc1ccc(-n2cc(-c3ccccc3)c3c(N4CCN(CCO)CC4)ncnc32)cc1` gave SKKanGAS inh -3, hERG rescue -18, KCNK9 inh inactive, KCNQ1 pot inactive, HDAC3 inh 2, RGS4 block inactive, KCNK3 block inactive, KCNQ1 inh inactive, ANO1 block inactive, RGS4 pot inactive and TMEM16A act inactive.
CCOc1ccccc1OCC(=O)NC1CCCCC1 was read as SKKanGAS inh 3, hERG rescue -4, KCNK9 inh inactive, KCNQ1 pot inactive, HDAC3 inh -6, RGS4 block inactive, KCNK3 block inactive, KCNQ1 inh inactive, ANO1 block inactive, RGS4 pot inactive and TMEM16A act inactive.
`C=CCSc1n[nH]c(-c2ccc(OCCC)cc2)n1` gave SKKanGAS inh -16, hERG rescue -10, KCNK9 inh inactive, KCNQ1 pot inactive, HDAC3 inh 2, RGS4 block inactive, KCNK3 block inactive, KCNQ1 inh inactive, ANO1 block inactive, RGS4 pot inactive and TMEM16A act inactive.
COc1cc(C2C(Oc3ccccc3C)C(=O)N2Cc2ccc(F)cc2)cc(OC)c1OC (configuration not stated) was read as SKKanGAS inh 1, hERG rescue -10, KCNK9 inh inactive, KCNQ1 pot inactive, HDAC3 inh 17, RGS4 block inactive, KCNK3 block inactive, KCNQ1 inh inactive, ANO1 block inactive, RGS4 pot inactive and TMEM16A act inactive.
For COc1ccc(C)cc1N(CC(=O)N1CCCC1)S(C)(=O)=O the results were SKKanGAS inh -1, hERG rescue -7, KCNK9 inh inactive, KCNQ1 pot inactive, HDAC3 inh 2, RGS4 block inactive, KCNK3 block inactive, KCNQ1 inh inactive, ANO1 block inactive, RGS4 pot inactive and TMEM16A act inactive.
For Cc1ccc(S(=O)(=O)NC(=O)Nc2cc(C)no2)cc1 the results were SKKanGAS inh -7, hERG rescue -9, KCNK9 inh inactive, KCNQ1 pot inactive, HDAC3 inh -1, RGS4 block inactive, KCNK3 block inactive, KCNQ1 inh inactive, ANO1 block inactive, RGS4 pot inactive and TMEM16A act inactive.
`COc1cc(CCC(=O)OCn2nnc3ccccc3c2=O)cc(OC)c1OC` gave SKKanGAS inh -2, hERG rescue -8, KCNK9 inh inactive, KCNQ1 pot inactive, HDAC3 inh 3, RGS4 block inactive, KCNK3 block inactive, KCNQ1 inh inactive, ANO1 block inactive, RGS4 pot inactive and TMEM16A act inactive.
Oc1c(Cl)cc(Cl)cc1CNc1ccccn1 was read as SKKanGAS inh 5, hERG rescue -2, KCNK9 inh inactive, KCNQ1 pot inactive, RGS4 block inactive, KCNK3 block inactive, KCNQ1 inh inactive, RGS4 pot inactive and TMEM16A act inactive.
CSCCC(NC(=O)c1ccccc1)C(=O)N(C)CC(=O)Nc1ccc(N2CCOCC2)cc1 (configuration not stated) was read as SKKanGAS inh 1, hERG rescue -12, KCNK9 inh inactive, KCNQ1 pot inactive, HDAC3 inh 0, RGS4 block inactive, KCNK3 block inactive, KCNQ1 inh inactive, ANO1 block inactive, RGS4 pot inactive and TMEM16A act inactive.
`CCOc1nc(-c2ccccc2)ccc1-c1noc(-c2ccco2)n1` gave SKKanGAS inh -6, hERG rescue -9, KCNK9 inh inactive, KCNQ1 pot inactive, HDAC3 inh -6, RGS4 block inactive, KCNK3 block inactive, KCNQ1 inh inactive, ANO1 block inactive, RGS4 pot inactive and TMEM16A act inactive.
`Cc1cc(C)nc(N2CCC(C(=O)NC3CC3)CC2)n1` gave SKKanGAS inh -6, hERG rescue -5, KCNK9 inh inactive, KCNQ1 pot inactive, HDAC3 inh -3, RGS4 block inactive, KCNK3 block inactive, KCNQ1 inh inactive, ANO1 block inactive, RGS4 pot inactive and TMEM16A act inactive.
NC(=O)COC(=O)c1ccc(NS(=O)(=O)c2ccc3c(c2)OCCO3)cc1 was read as SKKanGAS inh -10, hERG rescue -13, KCNK9 inh inactive, KCNQ1 pot inactive, HDAC3 inh 5, RGS4 block inactive, KCNK3 block inactive, KCNQ1 inh inactive, ANO1 block inactive, RGS4 pot inactive and TMEM16A act inactive.
`O=C(N/N=C/c1c(F)c(F)c(F)c(F)c1F)c1cccc(S(=O)(=O)N2CCOCC2)c1` gave SKKanGAS inh -24, hERG rescue -16, KCNK9 inh inactive, KCNQ1 pot inactive, HDAC3 inh 1, RGS4 block inactive, KCNK3 block inactive, KCNQ1 inh inactive, ANO1 block inactive, RGS4 pot inactive and TMEM16A act inactive.
`CC(C)CN(C(=O)CN1CCc2ccccc21)c1c(N)n(CC(C)C)c(=O)[nH]c1=O` gave SKKanGAS inh -6, hERG rescue -9, KCNK9 inh inactive, KCNQ1 pot inactive, HDAC3 inh -2, RGS4 block inactive, KCNK3 block inactive, KCNQ1 inh inactive, ANO1 block inactive, RGS4 pot inactive and TMEM16A act inactive.
O=C(N/N=C/c1cccc([N+](=O)[O-])c1)c1cc2c(ccc3ccccc32)o1 was read as SKKanGAS inh -1, hERG rescue -7, KCNK9 inh inactive, KCNQ1 pot inactive, HDAC3 inh -5, RGS4 block inactive, KCNK3 block inactive, KCNQ1 inh inactive, ANO1 block inactive, RGS4 pot inactive and TMEM16A act inactive.
CCOc1ccc(S(=O)(=O)N2CCCC(C(=O)N3CCOCC3)C2)cc1Cl (configuration not stated) was read as SKKanGAS inh -2, hERG rescue -3, KCNK9 inh inactive, KCNQ1 pot inactive, HDAC3 inh -1, RGS4 block inactive, KCNK3 block inactive, KCNQ1 inh inactive, ANO1 block inactive, RGS4 pot inactive and TMEM16A act inactive.
`O=C(c1ccccc1)N1CCN(C(=O)N2CCOCC2)CC1` gave SKKanGAS inh -1, hERG rescue -3, KCNK9 inh inactive, KCNQ1 pot inactive, HDAC3 inh 5, RGS4 block inactive, KCNK3 block inactive, KCNQ1 inh inactive, ANO1 block inactive, RGS4 pot inactive and TMEM16A act inactive.
CCNC(=O)Cn1c(=O)c2c(ncn2Cc2ccccc2)n(Cc2ccccc2)c1=O was read as SKKanGAS inh 4, hERG rescue -11, KCNK9 inh inactive, KCNQ1 pot inactive, RGS4 block inactive, KCNK3 block inactive, KCNQ1 inh inactive, ANO1 block inactive, RGS4 pot inactive and TMEM16A act inactive.
For C=CCOc1ccc(/C=N/NC(=O)CN(c2cc(Cl)ccc2OC)S(=O)(=O)c2ccc(C)c([N+](=O)[O-])c2)cc1 the results were SKKanGAS inh 19, hERG rescue -6, KCNK9 inh inactive, KCNQ1 pot inactive, HDAC3 inh 10, RGS4 block inactive, KCNK3 block inactive, KCNQ1 inh inactive, ANO1 block inactive, RGS4 pot inactive and TMEM16A act inactive.
Screening Clc1cccc(CN2CCCCCC2)c1Cl returned SKKanGAS inh 4, hERG rescue -6, KCNK9 inh inactive, KCNQ1 pot inactive, HDAC3 inh -14, RGS4 block inactive, KCNK3 block inactive, KCNQ1 inh inactive, ANO1 block inactive, RGS4 pot inactive and TMEM16A act inactive.
